Assay outcomes from PubChem.
HCMV inh: human cytomegalovirus inhibition; HFF cells, HCMV-luciferase reporter, 72 h; stronger effect = lower value; activity change, negative = inhibition, % at 57.5 µM; 410,000 compounds, 4.5% hits; in the data active means activity change below about -60%; inconclusive means no clear call, values can overlap the other calls; inactive means above about -39%
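Compounds were evaluated in HFFs infected with an HCMV luciferase reporter virus (MOI 1 PFU/cell). Luciferase in lysates collected 72 h post infection served as the replication measure.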
FBPA Giardia inh: Giardia lamblia aldolase inhibition. A8B2U2. purified Giardia FBPA. Potency, µM (titrated, usually from 59.6 µM), inactives show at the highest dose activity, negative = inhibition, actives largely listed as inhibitors. 290,000 compounds, 0.71% hits. AID 2451; further: potency means the concentration at half of the fitted maximal effect; nearly all actives have a fitted effect of over 55% in size
Target sequence (A8B2U2 whole entry, looked up): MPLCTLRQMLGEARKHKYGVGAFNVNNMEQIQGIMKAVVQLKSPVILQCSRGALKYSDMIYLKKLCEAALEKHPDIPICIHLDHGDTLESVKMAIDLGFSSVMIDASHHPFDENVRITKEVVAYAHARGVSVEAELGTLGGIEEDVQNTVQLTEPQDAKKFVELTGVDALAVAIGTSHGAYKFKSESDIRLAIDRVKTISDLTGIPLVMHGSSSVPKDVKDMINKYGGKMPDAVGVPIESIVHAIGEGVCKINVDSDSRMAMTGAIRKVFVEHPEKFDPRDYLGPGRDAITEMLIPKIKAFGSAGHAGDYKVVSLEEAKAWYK
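Giardia FBPA (40 nM reagent) was preincubated 10 min at RT with compound (up to 57.5 uM final), then substrate plus GAPDH/TPI/NAD/arsenate coupling system with diaphorase/resazurin was added; resorufin fluorescence (525/598 nm) was read after 20 min.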
Sm TGR block: blocks Schistosoma mansoni thioredoxin glutathione reductase; Q962Y6; purified TGR, DTNB reduction, TNB absorbance 405 nm; Potency, µM (doses to about 114 µM), without a hit: at the highest dose activity change, negative = inhibition, most hits filed as inhibitors; 360,000 compounds, 3% hits; further: potency means the concentration at half of the fitted maximal effect; nearly all actives have a fitted effect of over 60% in size
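Kinetic colorimetric format: TGR-catalysed, NADPH-driven DTNB reduction monitored via TNB absorbance. Enzyme dispensed at 20 nM; compound exposure 15 min at room temperature before reaction start.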
AMA1-RON2 inh: inhibitors of Plasmodium falciparum AMA1-RON2 interaction. Potency, µM (doses to about 58.2 µM), inactives show at the top dose activity change, negative = inhibition, hits mostly inhibitors. AlphaScreen AMA1-biotinylated RON2 peptide binding. 360,000 compounds, 0.2% hits;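 further: potency means the concentration at half of the fitted maximal effect; 0% = vehicle wells and -100% = peptide control; nearly all actives have a fitted effect of over 45% in size; some results filed as inactive show a strong effect at the top dose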
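AMA1 (3D7) with his tag at 25 nM final met compounds first, then biotinylated RON2 peptide at 25 nM; detection used donor plus acceptor beads, 10 µg/mL apiece, read by AlphaScreen after 30 min at room temperature.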
AmpC inh detg: blocks E. coli AmpC beta-lactamase in detergent assay; P00811; AmpC hydrolysis of nitrocefin, absorbance 480 nm, 0.01% Triton; Potency, µM (top dose mostly 114 µM), inactives show at the top dose activity change, negative = inhibition, most hits filed as inhibitors; 370,000 compounds, 0.041% hits; AID 485294;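 further: potency means the concentration at half of the fitted maximal effect; 0% = no-compound wells and -100% = no-enzyme wells; nearly all actives have a fitted effect of over 25% in size; some results filed as inactive show a strong effect at the top dose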
Target sequence (P00811 whole entry, looked up): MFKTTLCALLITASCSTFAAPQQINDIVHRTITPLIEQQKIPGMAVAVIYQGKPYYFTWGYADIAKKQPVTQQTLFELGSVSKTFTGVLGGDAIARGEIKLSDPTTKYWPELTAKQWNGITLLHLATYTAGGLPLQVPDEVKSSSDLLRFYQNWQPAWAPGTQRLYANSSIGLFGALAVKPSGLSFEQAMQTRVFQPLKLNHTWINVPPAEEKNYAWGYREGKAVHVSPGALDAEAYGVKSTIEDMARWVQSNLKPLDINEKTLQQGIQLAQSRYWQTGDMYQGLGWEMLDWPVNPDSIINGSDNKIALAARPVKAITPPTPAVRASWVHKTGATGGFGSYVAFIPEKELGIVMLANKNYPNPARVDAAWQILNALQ
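AmpC (5.3 nM in the dispensed reagent) in 20 mM phosphate pH 7.0 with 0.01% (detergent screen) or 0.0001% Triton X-100 was preincubated with compounds for 15 min at room temperature. Nitrocefin was then added from an 800 uM solution, and hydrolysis was followed at 480 nm.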
AmpC inh no detg: blocks E. coli AmpC beta-lactamase in detergent-free assay | P00811 | Potency, µM (series often up to 57.1 µM), without a hit: top-dose activity change, negative = inhibition, usual class: inhibitors | AmpC nitrocefin hydrolysis, absorbance 480 nm, 0.0001% Triton | 330,000 compounds, 0.52% hits;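 further: potency means the concentration at half of the fitted maximal effect; plate controls were no compound for no effect and no enzyme for full effect; nearly all actives have a fitted effect of over 20% in size; some results filed as inactive show a strong effect at the top dose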
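20 mM phosphate pH 7.0 + 0.01% (detergent screen) or 0.0001% Triton X-100; 5.3 nM AmpC reagent; cpd preinc 15 min RT; nitrocefin (800 uM stock) to start; A480 q20 s × 4 min; Activity was normalised to no-enzyme and no-compound control wells.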
* hit, by the source's call; ? = inconclusive; nt = not tested or not shown; & = joins results of further samples; [ ] = remark or other dose. Unless noted, the call rests on the fitted dose curve; in most records, active means well fitted curve in the direction sought with a large enough effect; inconclusive means small, poorly fitted or top-dose-only effect, or another doubt; inactive means no such curve, though single readings can be large; an effect the other way counts as inactive or inconclusive. Unless noted, on the % scale 0 is the no-effect control and ±100 the full control effect.

1: Cc1cc(OCC(=O)OCC(=O)NCc2cccs2)ccc1Cl
2: O=C(NC(=S)NNC(=O)[C@H]1C[C@@H]1c1ccccc1)c1cccc(F)c1
3: CN(C)CCOC(=O)c1ccc(COc2ccccc2Br)o1
4: CCC(=O)Nc1cc(-c2nn(C)c(=O)c3ccccc23)ccc1N1CCOCC1
5: CCOC(=O)Cn1c(=N)n(CCOc2ccc(OC)cc2)c2ccccc21
6: Cc1cc2[nH]c3ccccc3c2cn1
7: CCCc1cc(=O)[nH]c(SCC(=O)Nc2ccc(C(=O)Nc3ccccc3OC)cc2)n1
8: O=S(=O)(NCC1CCCO1)c1cccc(C(F)(F)F)c1 (stereo unspecified)

assay / compound | 1 | 2 | 3 | 4 | 5 | 6 | 7 | 8
HCMV inh | -25 | 26 | 2 | 68 | 2 | 42 | -6 | -3
FBPA Giardia inh | nt | 20% | -3% | 1% | -2% | 2% | nt | 3%
Sm TGR block | nt | ? | -24% | 5% | -3%&-18% | 0% | nt | -1%
AMA1-RON2 inh | 72%[activator] | 101%[activator] | -10% | 11% | 6% | 15% | -8% | 2%
AmpC inh detg | nt | -10% | 1% | -1% | 2%&4% | ? | nt | 0%
AmpC inh no detg | -9% | -45% | 21% | -7% | -3% | -21% | ? | -10%

9: CCC(C)C(=O)Nc1nccs1 (stereo unspecified)
10: CN1CCN(S(=O)(=O)c2cccc(C(=O)Oc3ccc(C(C)(C)C)cc3)c2)CC1
11: COC(=O)C1C2c3ccccc3C(c3ccccc32)C1C(=O)OC (stereo unspecified)
12: COC(=O)c1ccc(SCC(=O)N2CCC(C)CC2)c([N+](=O)[O-])c1
13: C#CCOC(=O)CN1C(=O)c2cccc3cccc(c23)C1=O
14: CC1=CC2=NC(=O)/C(=C\c3cn(C)c4ccccc34)C(=N)N2O1
15: Nc1c(C(=O)N2CCOCC2)sc2nc(N3CCOCC3)c3c(c12)CCCC3
16: CCOCCCNC(=O)C(NC(=O)CNC(C)=O)c1ccc(C)cc1 (stereo unspecified)

assay / compound | 9 | 10 | 11 | 12 | 13 | 14 | 15 | 16
HCMV inh | -10 | -32 | -6 | -13 | 24 | -21 | -19 | 9
FBPA Giardia inh | ? | nt | -3% | 8% | 5% | 0% | -6% | 7%
Sm TGR block | 5% | 2% | -12% | -16% | -19% | 0% | -17% | -9%
AMA1-RON2 inh | 12% | -11% | -15% | -10% | -5% | 11% | -2% | 6%
AmpC inh detg | 2% | -19% | -3% | -4% | ? | -4% | -2% | -4%
AmpC inh no detg | -18% | 20% | ? | -21% | -25% | -10% | 16% | -9%

17: COc1ccc(OC)c(CNS(=O)(=O)c2c(C(=O)N3CCC(C)CC3)c(C)n(C)c2C)c1
18: CCCC(=O)N1CCc2cc(OC)c(OC)cc2C1COc1ccccc1OC (stereo unspecified)
19: Cc1nn(C)c(C(=O)Nc2cccc(Nc3ccccc3)c2)c1[N+](=O)[O-]
20: N=c1c2c(ncn1CCCO)Oc1c(ccc3ccccc13)C2c1ccccc1 (stereo unspecified)
21: CCn1c2ccccc2c2cc(NC(=O)CSc3nnnn3-c3ccccc3)ccc21
22: Cc1cc(C(=O)OCC(=O)Nc2nnc(C(C)C)s2)c2ccccc2n1
23: CCN(CC)C(=S)SCc1csc(CC(=O)Nc2ccccc2C)n1
24: CCn1cc(-c2csc(N)n2)c(C)n1

assay / compound | 17 | 18 | 19 | 20 | 21 | 22 | 23 | 24
HCMV inh | ? | -22&17 | -17 | 18 | -32 | -2 | -14 | 39
FBPA Giardia inh | nt | 4% | nt | 4% | 2% | -1% | -8% | -5%
Sm TGR block | 0% | 8%&12% | 1% | 11% | ? | 6% | 3% | 0%
AMA1-RON2 inh | nt | -3% | nt | 0% | -12% | 3% | 3% | 8%
AmpC inh detg | 6% | 0%&-1% | 9% | 7% | -1% | -15% | 4% | -4%
AmpC inh no detg | nt | 75%[activator] | 6% | 153%[activator] | nt | -17% | -33% | -13%

25: COc1ccc(-n2c3c(c(=O)[nH]c2=O)C(NC(=O)c2ccccc2Cl)(C(F)(F)F)C(=O)N3)cc1 (stereo unspecified)
26: CC(OC(=O)c1nn(C(C)C)c(=O)c2ccccc12)C(=O)Nc1ncc(Cl)cc1Cl (stereo unspecified)
27: O=S(=O)(Nc1ncccn1)c1ccc(NC(=S)NCc2cccnc2)cc1
28: O=S(Cc1ccccc1)CC(O)(c1ccc(Cl)cc1)c1ccc(Cl)cc1 (stereo unspecified)
29: O=C(CC1C(=O)N(c2ccc(Cl)cc2)C(=S)N1CCc1ccncc1)Nc1ccc(F)cc1 (stereo unspecified)
30: COc1cc(OC)c(C2=NOC(C(=O)Nc3ccc4c(c3)OCO4)C2)cc1Cl (stereo unspecified)
31: Cc1nc(N2CCOCC2)c2c(C(=O)N3CCN(c4ccccc4)CC3)c(C)oc2n1
32: O=C(Oc1ccc(=O)n(-c2ccccc2)n1)c1cccc(Cl)c1

assay / compound | 25 | 26 | 27 | 28 | 29 | 30 | 31 | 32
HCMV inh | -12 | 2 | -32 | -92* | -28 | -20 | 0 | 12
FBPA Giardia inh | nt | 4% | 0% | 11% | -5% | -6% | nt | 3%
Sm TGR block | -2% | -1% | nt | 3% | -10% | 1% | -2% | 16µM*
AMA1-RON2 inh | nt | -10% | 0% | -5% | 0% | -1% | nt | -2%
AmpC inh detg | 17% | -1% | ? | -6% | -9% | -10% | -6% | ?
AmpC inh no detg | nt | -23% | -11% | -2% | 35% | -15% | nt | -14%

33: COc1ccccc1/C=C/CN1CCN(c2ccccc2)CC1
34: COc1ccc2nc(NC(=O)CCNC(=O)c3ccccc3Cl)sc2c1
35: N#Cc1ccc(C(=O)Nc2ccccc2-c2nc3ccccc3s2)c(F)c1
36: CC(C)(C)OC(=O)N1CCN(C(=O)c2[nH]cnc2C(=O)Nc2ccc(Cl)cc2)CC1
37: CN(Cc1ccccc1)C(=O)CN1C(=O)c2ccc([N+](=O)[O-])cc2C1=O
38: COc1cc(/C=C2\C(=O)ON=C2c2ccccc2)cc(Br)c1O
39: CC1=CC(c2ccccc2)=Nc2ccc(C)cc2N1
40: COc1ccc(C2C(C(=O)N3CCC4(CC3)OCCO4)c3cc(OC)c(OC)cc3C(=O)N2C)cc1 (stereo unspecified)

assay / compound | 33 | 34 | 35 | 36 | 37 | 38 | 39 | 40
HCMV inh | -14 | 31 | -15 | -24 | -16 | 16 | 64 | 23
FBPA Giardia inh | -28% | 1% | nt | nt | -9% | -20% | -18% | 3%
Sm TGR block | 1% | 0% | -11% | nt | -31% | 1.6µM* | -10% | 6%
AMA1-RON2 inh | ? | -6% | nt | 2% | 5% | ? | -3% | 0%
AmpC inh detg | 1% | 2% | -2% | nt | -13% | -2% | ? | -2%
AmpC inh no detg | 11% | -31% | nt | -1% | 16% | -28% | 2% | 54%

41: COc1cc(CC(=O)OCC(=O)Nc2ccc(N(C)C)cc2)cc(OC)c1OC
42: O=C(Cc1ccc(F)cc1)NCCS(=O)(=O)N1CCN(c2cccc(Cl)c2)CC1
43: Cc1c(N=Cc2c(O)n(CCc3ccccc3)c(=O)[nH]c2=O)c(=O)n(-c2ccccc2)n1C
44: O=C(CSc1ccccn1)N1CCN(c2ncc(C(F)(F)F)cc2Cl)CC1
45: Cc1cccc(NC(=O)Nc2ccc(Oc3c(F)c(F)c(F)c(F)c3F)cc2)c1
46: CC(=O)N1CCN(C(=O)COc2ccc(Br)cc2)CC1
47: O=C(COC(=O)c1ccccc1[N+](=O)[O-])c1ccc2c(c1)OCO2
48: CCN(Cc1ccccc1)S(=O)(=O)c1ccc(F)c(C(=O)Nc2ccc(C(C)C)cc2)c1

assay / compound | 41 | 42 | 43 | 44 | 45 | 46 | 47 | 48
HCMV inh | -6 | -35 | -20 | ? | 8 | 21 | 11 | -16
FBPA Giardia inh | nt | nt | 5% | 1% | 10% | -4% | nt | nt
Sm TGR block | nt | 1% | 0% | 34% | -22% | 5% | 5% | 8%
AMA1-RON2 inh | 2% | 2% | -4% | 2% | 6% | 2% | -7% | nt
AmpC inh detg | nt | -13% | 2% | -9% | 0% | -1% | ? | -7%
AmpC inh no detg | -3% | 11% | -22% | 11% | -24% | 0% | -27% | nt

49: O=C(Nc1cccc(Br)c1)c1cccc(OC(=S)N2CCOCC2)c1
50: CC(=O)c1ccc(NC(=O)/C(Cl)=C/c2ccccc2)cc1
51: Cc1ccccc1-c1cn(-c2ccccc2)c(=S)[nH]1
52: Cc1cccn2c(=O)c(/C=C(\C#N)c3nc4ccccc4n3C)c(Oc3ccc(Br)cc3)nc12
53: O=C(c1ccc(S(=O)(=O)NCc2ccco2)cc1)N1CCN(c2ccc(F)cc2)CC1
54: CCN(CC)CCCNC(=O)C(C)n1nc(C)c2sc3ccccc3c2c1=O (stereo unspecified)
55: Cc1onc(-c2ccccc2Cl)c1C(=O)NC(=S)NCCc1ccccc1
56: O=C(Nc1ccccc1)C(Cc1cccs1)c1nn[nH]n1 (stereo unspecified)

assay / compound | 49 | 50 | 51 | 52 | 53 | 54 | 55 | 56
HCMV inh | ? | 63 | ? | -12 | -18 | 49 | -34 | -14
FBPA Giardia inh | nt | 7% | ? | nt | nt | 9% | -2% | -28%
Sm TGR block | 4% | 34% | 0% | -4% | -13% | 2% | -12% | -11%
AMA1-RON2 inh | 7% | 2% | 40%[activator] | nt | -9% | -10% | 52%[activator] | -4%
AmpC inh detg | 2% | -1% | -7% | 19% | ? | 2% | ? | ?
AmpC inh no detg | 0% | -27% | -28% | nt | 1% | 7% | -52% | -17%

Grouped by structure: the compounds so far containing an NH in an aromatic ring.
6: Cc1cc2[nH]c3ccccc3c2cn1
7: CCCc1cc(=O)[nH]c(SCC(=O)Nc2ccc(C(=O)Nc3ccccc3OC)cc2)n1
25: COc1ccc(-n2c3c(c(=O)[nH]c2=O)C(NC(=O)c2ccccc2Cl)(C(F)(F)F)C(=O)N3)cc1 (stereo unspecified)
36: CC(C)(C)OC(=O)N1CCN(C(=O)c2[nH]cnc2C(=O)Nc2ccc(Cl)cc2)CC1
43: Cc1c(N=Cc2c(O)n(CCc3ccccc3)c(=O)[nH]c2=O)c(=O)n(-c2ccccc2)n1C
51: Cc1ccccc1-c1cn(-c2ccccc2)c(=S)[nH]1
56: O=C(Nc1ccccc1)C(Cc1cccs1)c1nn[nH]n1 (stereo unspecified)

assay / compound | 6 | 7 | 25 | 36 | 43 | 51 | 56
HCMV inh | 42 | -6 | -12 | -24 | -20 | ? | -14
FBPA Giardia inh | 2% | nt | nt | nt | 5% | ? | -28%
Sm TGR block | 0% | nt | -2% | nt | 0% | 0% | -11%
AMA1-RON2 inh | 15% | -8% | nt | 2% | -4% | 40%[activator] | -4%
AmpC inh detg | ? | nt | 17% | nt | 2% | -7% | ?
AmpC inh no detg | -21% | ? | nt | -1% | -22% | -28% | -17%
